Screening data from PubChem.
DAX1 inh-1 – inhibitors of DAX1 repression of SF-1 activated StAR promoter | HEK293T StAR-luciferase reporter, SF-1/DAX-1 repression relief | inhibition, % at 6.8 µM | hit rate 1.1% among 370,000 | AID 652010;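 active means inhibition above the mean over all tested compounds plus 3 SD, cut at about 3.6% in these data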;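 further: 0% = DAX-1 cells with DMSO and 100% = cells lacking DAX-1 with DMSO; higher inhibition means more luminescence from relief of DAX-1 repression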
hcDAF12 agonist – H. contortus DAF-12 activation, primary screen; HEK293 hcDAF-12 lit1-tk-luc reporter, luminescence; 0% DMSO, 100% Δ7-dafachronic acid; hit rate 1.4% among 370,000; activation, % at 6.8 µM;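 active means activation above the mean of all tested compounds plus 3 SD, cut at about 5.5% in these data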;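 further: 100% = response to 3 µM Δ7-dafachronic acid high control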
hgDAF12 agonist – activates the H. glycines DAF-12 receptor ligand-binding domain; HEK293 GAL4-hgDAF12 UAS-luciferase reporter, agonist luminescence; normalized to butyrate control; activation, % at 6.8 µM; hit rate 1.8% among 370,000; AID 687014;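 active means activation above a cutoff set at the mean of all screened compounds plus 3 SD, cut at about 10% in these data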;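 further: 0% = DMSO wells and 100% = sodium butyrate wells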
DAX1 inh-2 – NR0B1 (DAX1) inhibition; HEK293 Gal4-DAX1 luciferase reporter, luminescence; AID 504766; P51843; hit rate 0.99% among 340,000; inhibition, % at 6.75 µM;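 active means inhibition above the mean over all tested compounds plus 3 SD, cut at about 4.2% in these data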;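 further: 0% = DAX1-transfected cells with DMSO and 100% = empty-vector control cells with DMSO; inhibition shows as a rise in luminescence from relieved DAX1 repression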
NR1D1 modulator – Rev-erb alpha (human) modulation. Rev-erbα–FITC-DNA binding, fluorescence polarization, 90 min. activity, % at 10 µM. P20393. hit rate 0.79% among 370,000;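 active means activity above about 14%, limit read from the data; passing the limit was not always enough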;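 further: 0% = DMSO wells with 35 nM protein and 100% = DMSO wells with 750 nM protein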
SMARCA2 act – activators of SMARCA2 function; hit rate 1% among 370,000; MG213 cells, MMTV-luciferase reporter, dexamethasone, overnight; AID 652017; activation, % at 9.1 µM; in the data active means activation above about 7.8%;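 further: 0% = vehicle wells and 100% = reference activator wells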
ssDAF12 agonist – activators of S. stercoralis DAF-12 nuclear receptor. HEK293 ssDAF-12/GRIP1 lit1-tk-luc reporter, luminescence; % of 3 µM dafachronic acid response. activation, % at 6.8 µM. hit rate 1% among 370,000. AID 652126;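 active means activation above the mean over all tested compounds plus 3 SD, cut at about 0.9% in these data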;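 further: 0% = DMSO-only wells and 100% = 3 µM delta7-dafachronic acid wells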
PG9 binder – small molecules binding HIV-1 gp120 antibody PG9; TR-FRET gp120-PG9 antibody binding; inhibition, % at 6.7 µM; hit rate 0.43% among 360,000; in the data active means inhibition above about 8.5%
sPLA2-III inh – Inhibits HGIII-sPLA2 liposome hydrolysis, primary screen. Q9NZ20. QFRET BODIPY PC-A2 liposome hydrolysis, fluorescence. inhibition, % at 12.2 µM. hit rate 0.56% among 370,000. AID 743126;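 active means inhibition above mean plus 3 SD of compounds lying within the high and low control bounds, cut at about 19% in these data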;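 further: 0% = median of test compound wells and 100% = no enzyme DMSO wells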
FXN GAA850 act – activators of GAA850 frataxin (FXN) promoter; hit rate 0.56% among 360,000; HEK293 lucGAA850 FXN promoter luciferase reporter, 24 h; percent of 10 µM SAHA response; activation, % at 6 µM;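 active means activation above the average of all compounds screened plus 3 SD, cutoff fixed separately per campaign, cut at about 7.5% in these data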;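 further: 0% = DMSO wells and 100% = 10 µM SAHA wells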
PLCb3 inh – blocks human PLC-beta3 enzyme activity | Purified PLC-beta3, fluorogenic substrate, fluorescence | Q01970 | AID 720704 | inhibition, % at 12.2 µM | hit rate 0.18% among 370,000; in the data active means inhibition above about 11%;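 further: 0% = median of compound wells on plate and 100% = full blocker control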
Target sequence (Q01970 whole entry, looked up): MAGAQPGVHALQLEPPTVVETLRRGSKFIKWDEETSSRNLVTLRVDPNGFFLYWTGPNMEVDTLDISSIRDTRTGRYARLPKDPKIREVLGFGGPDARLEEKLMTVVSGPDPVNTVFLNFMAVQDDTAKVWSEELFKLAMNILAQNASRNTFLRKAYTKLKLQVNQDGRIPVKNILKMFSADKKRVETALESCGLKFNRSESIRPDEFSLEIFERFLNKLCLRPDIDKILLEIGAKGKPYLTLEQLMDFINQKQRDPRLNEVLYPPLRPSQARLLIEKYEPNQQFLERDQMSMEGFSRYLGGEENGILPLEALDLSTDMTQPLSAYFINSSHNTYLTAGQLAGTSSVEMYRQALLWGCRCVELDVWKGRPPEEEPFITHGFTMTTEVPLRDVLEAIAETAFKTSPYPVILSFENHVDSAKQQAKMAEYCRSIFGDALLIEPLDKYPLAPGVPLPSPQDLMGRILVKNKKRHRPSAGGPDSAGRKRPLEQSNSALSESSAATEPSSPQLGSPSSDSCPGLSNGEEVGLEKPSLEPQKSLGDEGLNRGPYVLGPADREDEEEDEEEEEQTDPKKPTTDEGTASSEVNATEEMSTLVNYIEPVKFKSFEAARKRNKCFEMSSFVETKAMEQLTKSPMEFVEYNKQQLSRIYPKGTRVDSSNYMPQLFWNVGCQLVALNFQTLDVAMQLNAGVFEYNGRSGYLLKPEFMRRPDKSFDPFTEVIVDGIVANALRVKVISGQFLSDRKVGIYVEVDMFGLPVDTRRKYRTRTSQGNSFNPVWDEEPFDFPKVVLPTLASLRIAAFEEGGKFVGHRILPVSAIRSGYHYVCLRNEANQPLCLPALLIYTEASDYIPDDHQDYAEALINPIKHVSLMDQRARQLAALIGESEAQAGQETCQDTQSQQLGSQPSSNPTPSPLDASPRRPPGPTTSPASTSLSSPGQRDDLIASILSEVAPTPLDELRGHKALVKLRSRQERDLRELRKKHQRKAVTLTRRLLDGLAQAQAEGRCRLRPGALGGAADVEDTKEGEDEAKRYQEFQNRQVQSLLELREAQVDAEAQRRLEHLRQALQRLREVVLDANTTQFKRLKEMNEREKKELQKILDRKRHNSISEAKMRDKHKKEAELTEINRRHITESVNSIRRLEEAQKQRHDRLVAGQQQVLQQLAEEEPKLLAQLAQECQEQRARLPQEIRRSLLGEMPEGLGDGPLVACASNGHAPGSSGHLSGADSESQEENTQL
Active calls of the source: *; i = inactive; . = no result given.

smiles	DAX1 inh-1	hcDAF12 agonist	hgDAF12 agonist	DAX1 inh-2	NR1D1 modulator	SMARCA2 act	ssDAF12 agonist	PG9 binder	sPLA2-III inh	FXN GAA850 act	PLCb3 inh
O=C(CNC(=O)c1cccs1)OCc1c(F)cccc1Cl	-0.3	-1.9	-0.7	-0.6	2.1	3.9	-1.1	-0.4	0.9	3.9	-1.1
CCOC(=O)C1(Cc2ccc(Cl)cc2)CCN(Cc2ccon2)CC1	-0.7	-1.6	1.5	-0.8	0.3	-2.0	-0.8	2.8	-4.8	-0.7	-1.3
COc1ccc(-c2oc3ccc(N4CCOCC4)cc3c2/C=C/c2ccc(OC)c(OC)c2)cc1	0.6	1.1	-0.3	0.1	-0.5	1.1	-1.1	10.4*	-0.1	2.7	i
Cc1cc2cc(C)c(NCCNC(=O)c3cccs3)nc2cc1C	-0.5	-3.0	-2.0	-0.2	21.1*	2.8	-1.2	-2.6	-22.6	-0.5	-17.8
O=C(CSc1nncs1)NC1CCCc2ccccc21 (centres undefined)	-0.7	-0.8	0.0	0.2	-3.5	-0.3	-1.6	-0.1	-2.0	1.4	-5.3
COc1cc(NC(=O)CN2CCN(c3ccccc3)CC2)c(C)cc1[N+](=O)[O-]	0.5	-1.2	1.7	0.4	-3.0	-3.0	-1.2	-0.6	18.0	2.1	1.2
Cc1cc(-c2c(C(=O)N3CCOCC3)c(C)nn2-c2cccc(C(F)(F)F)c2)no1	0.4	-1.9	-0.2	2.4	6.0	-0.6	-1.0	-3.5	-1.6	1.8	-3.4
CCC1(C)CC(=O)N(c2ccc(C(=O)O)c(O)c2)C1=O (centres undefined)	0.1	-1.1	-0.8	0.4	1.4	0.7	-0.7	-1.1	-0.6	0.9	-2.1
COc1ccc(/C=N/NC(=O)c2cccc(Br)c2)cc1COc1ccccn1	0.8	-1.4	0.4	1.6	-3.8	-1.1	-1.3	-1.8	-0.5	0.1	-5.8
COc1ccc(-n2c(=S)[nH]c3cc(C(=O)Nc4cc(OC)c(OC)c(OC)c4)ccc3c2=O)c(OC)c1	-1.1	-1.7	-2.7	-0.9	1.8	1.4	-1.5	-0.9	0.4	-2.3	-4.7
COc1ccc(NC(=O)C2CC(=O)N=C(N)S2)cc1 (centres undefined)	0.6	0.2	0.2	-0.2	-0.5	0.6	-2.2	-0.8	0.5	-0.7	-4.3
CCc1ccc(OCC(=O)O/N=C(\N)c2ccncc2)cc1	1.3	0.4	2.0	1.0	-4.0	3.1	-0.9	-1.6	1.4	4.4	-7.2
CCCCN=C1NN=C(c2ccc3c(c2)OCCO3)CS1	2.5	0.7	2.5	.	0.7	0.6	-0.5	-1.1	0.7	1.1	-6.2
COc1ccc(CC(=O)Nc2nnc(SCc3ccccc3)s2)cc1S(=O)(=O)N1CCOCC1	0.1	-1.5	2.6	-1.0	7.3	-1.2	-1.5	-0.4	-21.9	1.1	-9.2
COc1ccc(-n2ncc3c(=O)n(CC(=O)OCc4ccccc4)cnc32)cc1	-0.7	-1.2	0.2	1.6	1.1	-0.7	-1.3	-0.4	-1.2	1.1	0.7
Cc1ccc(C(=O)Nc2nc(-c3ccc(F)cc3)cs2)o1	0.0	-1.5	1.9	0.8	1.2	-0.2	-0.7	0.4	-3.5	0.4	-24.7
Cc1cc(C)n2nc(SCC(=O)Nc3c(C)nn(-c4ccccc4)c3C)nc2n1	0.1	-1.1	-1.0	-0.8	-2.1	-2.3	-1.2	0.2	7.8	0.7	0.2
COc1ccccc1-c1cnc(C(O)c2ccc(F)c(C)c2)[nH]1 (centres undefined)	-0.1	-1.9	-0.1	.	0.7	-0.1	-1.3	-1.1	-1.9	-0.2	-1.4
Cc1ccc2nc(NC(=O)C3CCCN(S(=O)(=O)c4cccnc4)C3)sc2c1 (centres undefined)	-2.3	-4.9	-2.4	-2.7	0.8	-2.0	-2.2	-3.2	6.3	-0.9	8.8
COc1cc([N+](=O)[O-])cc(/C=N/NC(=O)C(C)Nc2cccc3ccccc23)c1O (centres undefined)	-1.1	3.7	-3.2	-1.5	15.8	-4.9	-0.1	-4.4	1.4	-0.9	-18.4
Cc1cc(C(=O)CSc2nnc(Nc3ccccc3)s2)c(C)n1CC1CCCO1 (centres undefined)	-1.7	-1.7	0.4	-1.8	-6.5	-0.3	-0.9	-1.7	-13.1	0.7	1.8
COc1ccc(N(C(=O)c2ccccc2)S(=O)(=O)c2cccs2)cc1	0.0	-1.2	2.5	0.3	-5.6	-0.2	-0.9	-1.5	-5.4	-2.6	2.9
NC(=NCCc1ccccc1)c1cccc([N+](=O)[O-])c1	-0.2	-0.5	-1.5	-1.6	-0.8	-0.9	-1.3	-1.9	0.5	0.3	0.8
O=C(NCCO)C(=O)NCC1CCCN1S(=O)(=O)c1cccs1 (centres undefined)	0.3	-1.3	1.3	0.2	-6.0	-0.5	-0.3	-0.9	-5.4	0.2	-4.1
c1ccc2c(c1)[nH]c1nc3nncn3nc12	0.8	4.8	-1.0	0.0	-7.3	-0.5	-0.2	-4.2	4.9	2.0	-3.0
CCc1cc2c(nc1CC)CCCN2S(=O)(=O)c1ccc(OC)cc1	-3.7	-2.8	-2.9	.	-5.9	-8.1	-1.6	0.1	-1.4	.	7.8
Cc1cccc(C(=O)Nc2c(C(=O)N3CCN(C)CC3)cnn2-c2ccccc2)c1	0.1	-0.9	-1.2	0.5	0.6	0.7	-0.5	0.7	7.2	1.5	-8.8
Cc1ccc(CSCC(=O)N2CCOCC2)cc1	0.0	0.1	2.5	1.0	1.3	4.2	-1.0	0.7	-1.8	2.6	-2.8
CCc1cc(C(=O)N2CCCC(CO)(Cc3ccc(F)cc3)C2)n(C)n1 (centres undefined)	0.2	0.1	1.2	-0.4	-2.7	-1.1	-1.2	-0.5	-10.7	-0.7	-0.6
O=C(NN=Cc1ccc(F)cc1)c1cccc(S(=O)(=O)N2CCCC2)c1	-2.1	-1.0	2.8	-0.7	-3.6	-2.6	-1.5	-0.9	14.2	1.1	-10.5

An excerpt of these results, with values under each structure.
Below each SMILES: DAX1 inh-1	hcDAF12 agonist	hgDAF12 agonist	DAX1 inh-2	NR1D1 modulator	SMARCA2 act	ssDAF12 agonist	PG9 binder	sPLA2-III inh	FXN GAA850 act	PLCb3 inh
> Cc1cccc(C(=O)Nc2c(C(=O)N3CCN(C)CC3)cnn2-c2ccccc2)c1
  0.1	-0.9	-1.2	0.5	0.6	0.7	-0.5	0.7	7.2	1.5	-8.8
> Cc1ccc(CSCC(=O)N2CCOCC2)cc1
  0.0	0.1	2.5	1.0	1.3	4.2	-1.0	0.7	-1.8	2.6	-2.8
> CCc1cc(C(=O)N2CCCC(CO)(Cc3ccc(F)cc3)C2)n(C)n1 (centres undefined)
  0.2	0.1	1.2	-0.4	-2.7	-1.1	-1.2	-0.5	-10.7	-0.7	-0.6
> O=C(NN=Cc1ccc(F)cc1)c1cccc(S(=O)(=O)N2CCCC2)c1
  -2.1	-1.0	2.8	-0.7	-3.6	-2.6	-1.5	-0.9	14.2	1.1	-10.5

(listing goes on)
smiles	DAX1 inh-1	hcDAF12 agonist	hgDAF12 agonist	DAX1 inh-2	NR1D1 modulator	SMARCA2 act	ssDAF12 agonist	PG9 binder	sPLA2-III inh	FXN GAA850 act	PLCb3 inh
COc1cc(OC)c(NC(=O)c2ccccc2F)cc1Cl	0.9	5.0	2.0	0.8	15.1	6.7	0.1	-2.8	4.6	5.6	1.2
CC(C)OC(=O)CSc1nc(-c2ccc(F)cc2)cc(C(F)(F)F)n1	-0.8	-1.6	0.4	0.6	1.0	-4.2	-0.8	-0.1	0.7	0.4	-0.4
Cc1cccc(-n2ncc3c(N4CCOCC4)ncnc32)c1	3.4	0.2	1.8	-3.2	-10.3	-3.4	-1.3	-1.2	-0.6	-4.5	7.9
CC(C)N(C(=O)[C@H]1C[C@H](CC(=O)NC(C)(C)C)C(=O)N2CCc3c([nH]c4cc(-c5ccco5)ccc34)[C@]12C)C(C)C	0.2	0.9	-1.1	-0.5	-2.0	-4.2	-0.3	0.6	-10.8	-1.6	i
Oc1ccccc1C1=NCCNC(C(F)(F)F)=C1	-0.1	-2.4	3.8	-0.2	-0.5	-5.4	-1.6	2.7	2.6	3.9	1.8
O=C(NC1CCC(O)CC1)c1ccc(-c2ccc(Cl)cc2)o1 (centres undefined)	3.3	0.9	9.2	-0.6	0.8	2.8	-0.3	0.1	-2.7	6.5	-9.9
N#C/C(=C(\O)C(F)(F)F)c1nnc2n1CCCCC2	-0.7	-0.8	1.3	1.5	-1.9	-2.5	-0.8	0.1	-5.2	3.3	-3.4
NC(=O)CSc1nnc2sc3ccccc3n12	-0.7	-1.0	-1.0	-0.3	-2.2	-3.1	-0.9	0.5	2.6	-0.7	4.7
COCCn1c(=S)[nH]c2cc(C(=O)N3CCN(c4ccc(F)cc4)CC3)ccc2c1=O	0.1	-0.6	-1.3	1.1	-3.5	-5.0	-1.3	7.9	1.8	0.9	1.0
COc1cc(NS(=O)(=O)c2ccc(NC(=O)/C=C/c3cccc([N+](=O)[O-])c3)cc2)ncn1	0.2	-1.5	-1.5	-2.1	-5.0	-3.2	-0.5	-2.0	-3.1	2.4	0.5
CC1(c2nnnn2Cc2ccccc2)CCC(=O)N1CCc1c[nH]c2ccccc12 (centres undefined)	-1.4	-0.3	-1.3	.	-1.2	1.6	-1.2	-0.5	-43.2	.	1.9
CN(Cc1ccccc1)C(=O)CSc1cc(=O)n(C)c2ccccc12	0.2	-2.6	-2.3	2.2	-0.5	2.2	-1.0	5.0	2.8	1.2	-10.3
COc1cccc(OCC(=O)Nc2ccc(OC)c(OC)c2)c1	-1.1	-1.0	-1.8	-0.2	-1.1	-3.7	-1.6	-0.7	2.9	-2.0	1.6
C/C(=N\NC(=S)NC(C)C)c1ccc(Cl)s1	-0.3	2.9	6.2	-0.7	2.0	1.6	-0.6	-0.2	12.5	0.1	3.0
COc1cccc(-c2ccc(C3=CC(=O)CC(C)(C)C3=O)cc2)c1OC	-0.8	-1.8	-4.4	-1.0	-6.1	-1.5	-1.3	-1.6	-5.8	0.1	6.3
O=C(/C=C/c1ccccc1)OCCCN=C1NS(=O)(=O)c2ccccc21	-0.8	0.1	-0.6	-0.4	-2.5	0.1	-1.4	-1.6	-8.1	0.4	1.7
CC(=O)Nc1c2c(nn1-c1ccccc1C)CS(=O)(=O)C2	0.1	-1.6	-0.9	-0.2	5.1	-2.2	-1.1	-2.3	0.2	0.4	-0.8
Cc1ccc(Sc2c(C#N)c(-c3ccccc3)nn2C)cc1	-0.7	-2.0	-3.0	2.3	2.4	-3.2	-1.4	-0.5	-3.6	1.2	-0.5

Quoted at random: 2 compounds from above, in no set order.
smiles	DAX1 inh-1	hcDAF12 agonist	hgDAF12 agonist	DAX1 inh-2	NR1D1 modulator	SMARCA2 act	ssDAF12 agonist	PG9 binder	sPLA2-III inh	FXN GAA850 act	PLCb3 inh
CC(C)OC(=O)CSc1nc(-c2ccc(F)cc2)cc(C(F)(F)F)n1	-0.8	-1.6	0.4	0.6	1.0	-4.2	-0.8	-0.1	0.7	0.4	-0.4
CCc1cc(C(=O)N2CCCC(CO)(Cc3ccc(F)cc3)C2)n(C)n1 (centres undefined)	0.2	0.1	1.2	-0.4	-2.7	-1.1	-1.2	-0.5	-10.7	-0.7	-0.6
